LEDGF integ inh: blocks HIV-1 LEDGF/p75-dependent DNA integration | inhibition, % at 3.7 µM | AID 743269 | actives 0.64% (n = 370,000) | TR-FRET IN-LEDGF/p75 DNA integration, Eu/Cy5;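 active means inhibition above the screen-wide mean plus 3 SD, cut at about 13% in these data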;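 further: signal is the Cy5 over europium emission ratio at 671 and 618 nm; 0% = plate median of compound wells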
TCR-CD3 inh: human TCR-CD3 binding inhibition; inhibition, % at 9.4 µM; TAMRA-labeled TCR probe fluorescence, biochemical; actives 0.37% (n = 360,000); in the data active means inhibition above about 19%;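 further: recombinant mutant TCR 2C K166C tagged with TAMRA read by polarization; 0% = receptor in buffer alone and 100% = receptor with positive control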
proKLK7 act: proKLK7 (human) activation, primary screen | activation, % at 7 µM | actives 0.9% (n = 370,000) | P49862 | purified proKLK7, EDANS-DABCYL substrate fluorescence; 100% is mature enzyme control, 0% vehicle;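 active means activation above the mean of all tested compounds plus 3 SD, computed per campaign excluding outliers beyond control limits, cut at about 13% in these data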
PRMT1 FP inh: PRMT1 (human) inhibition, primary screen | Q99873 | recombinant PRMT1, activity-based probe fluorescence polarization | inhibition, % at 2.79 µM | actives 1.3% (n = 370,000) | AID 652257;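 active means inhibition above about 21% made by adding two undisclosed values, limit read from the data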
MBD2 DNA inh: blocks human MBD2 binding to methylated DNA. TR-FRET, MBD2 binding to methylated oligonucleotide. AID 686964. actives 0.31% (n = 370,000). inhibition, % at 4.4 µM; in the data active means inhibition above about 13%
UHRF1 MBD2 ctr: UHRF1 methyl-DNA binding inhibition | inhibition, % at 4.4 µM | actives 0.75% (n = 370,000) | UHRF1 binding to methylated oligo, TR-FRET | Q96T88; in the data active means inhibition above about 21%;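 further: UHRF1 SRA domain binding a hemimethylated CpG hairpin DNA probe; 0% = median of test compound wells and 100% = reference inhibitor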
Target sequence (Q96T88 whole entry, looked up, the tested form may be a part): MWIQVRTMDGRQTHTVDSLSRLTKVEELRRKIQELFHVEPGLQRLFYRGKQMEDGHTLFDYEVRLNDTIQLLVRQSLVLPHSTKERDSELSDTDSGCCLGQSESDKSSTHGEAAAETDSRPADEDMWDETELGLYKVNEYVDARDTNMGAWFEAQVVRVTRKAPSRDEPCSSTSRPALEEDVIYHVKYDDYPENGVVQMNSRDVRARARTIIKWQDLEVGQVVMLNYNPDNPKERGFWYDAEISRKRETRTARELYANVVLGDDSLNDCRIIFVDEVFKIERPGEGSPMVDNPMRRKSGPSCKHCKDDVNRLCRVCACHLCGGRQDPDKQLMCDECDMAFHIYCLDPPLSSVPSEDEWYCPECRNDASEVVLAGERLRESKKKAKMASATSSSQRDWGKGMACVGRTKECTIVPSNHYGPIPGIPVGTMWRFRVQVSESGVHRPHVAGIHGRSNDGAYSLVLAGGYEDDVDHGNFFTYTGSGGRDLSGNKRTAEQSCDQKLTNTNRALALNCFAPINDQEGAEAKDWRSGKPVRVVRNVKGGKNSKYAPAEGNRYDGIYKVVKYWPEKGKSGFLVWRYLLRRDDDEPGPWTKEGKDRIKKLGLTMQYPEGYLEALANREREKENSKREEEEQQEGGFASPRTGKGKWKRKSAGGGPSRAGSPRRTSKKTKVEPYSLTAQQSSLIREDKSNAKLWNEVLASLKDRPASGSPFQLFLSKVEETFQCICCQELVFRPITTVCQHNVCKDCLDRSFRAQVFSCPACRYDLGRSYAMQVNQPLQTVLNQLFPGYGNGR
SIAE primary: blocks human sialic acid acetylesterase. Q9HAT2. SIAE FP-Rh probe binding, fluorescence polarization. inhibition, % at 9.66 µM. actives 0.69% (n = 370,000). AID 1053197;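 active means inhibition above a cutoff: mean of compounds within the control limits plus 3 SD of those, cut at about 17% in these data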;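 further: 0% = plate median of compound wells and 100% = probe without SIAE protein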
TDP2 inh: TDP2 (human) inhibition, absorbance primary screen; O95551; recombinant TDP2, T5PNP hydrolysis, p-nitrophenol absorbance 415 nm; inhibition, % at 12.8 µM; actives 0.34% (n = 370,000);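 active means inhibition above the mean of all tested compounds plus 3 SD, set per campaign, cut at about 25% in these data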;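 further: 0% = DMSO with enzyme and 100% = buffer with substrate but no TDP2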
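Test system: Human TDP2 enzyme | Reagent: 5 mM T5PNP | Compound dosing: 12.8 µM single point, 1% DMSO | Incubation: Enzyme reaction with compound for 2 h at 37 °C | Technique: p-Nitrophenol epi absorbance | Read-out: % inhibition relative to enzyme-containing and enzyme-free wells | Benchmarks: High control without enzyme, low control DMSO plus TDP2 | Replicates: Singlicate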
Tn7 DDE FP: disrupts Tn7 cyclic peptide binding to fibrin D-Dimer-E complex | actives 0.13% (n = 370,000) | FP displacement of FITC-Tn7 peptide from fibrin DD(E); 0% = median of compound wells per plate | AID 720508 | P02675 | inhibition, % at 8.3 µM;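 active means inhibition above the mean of compounds falling within the control limits plus 3 SD of them, cut at about 14% in these data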;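 further: 0% = plate median of compound wells and 100% = 10 µM Aha-Tn7 peptide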
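Test system: human clot-derived fibrin DD(E) complex / Quantity: 2 µM final DD(E) protein / Incubation: 10 min plus 3 h, room temperature / Measured by: fluorescence polarization / Benchmarks: high control of 10 µM Aha-Tn7 peptide / Replicates: singlicate testing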
Tn6 DDE FP: disrupts Tn6 cyclic peptide binding to fibrin D-Dimer-E complex; P02675; AID 720509; inhibition, % at 8.3 µM; actives 0.21% (n = 370,000); Fibrin DD(E) TRITC-Tn6 fluorescence polarization displacement;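 active means inhibition above a per-campaign cutoff: mean of compounds within control limits plus 3 SD, cut at about 15% in these data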;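 further: 0% = median of all compound wells on the plate and 100% = blocking peptide control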
* marks the source's active call; other numbers are inactive results; nt = not tested or not shown.

Order of values – LEDGF integ inh	TCR-CD3 inh	proKLK7 act	PRMT1 FP inh	MBD2 DNA inh	UHRF1 MBD2 ctr	SIAE primary	TDP2 inh	Tn7 DDE FP	Tn6 DDE FP
1	Cc1nccc(-c2cccc(NC(=O)c3ccccc3Cl)c2)n1
→ 2	-7	0.5	6	0	6	-7	-11	-2	-1
2	O=C(Nc1ccncc1)c1ccc(Cl)c([N+](=O)[O-])c1
→ 0	3	-0.2	-1	-3	-2	-5	3	3	1
3	CCn1c(NC(=O)c2ccc(COc3ccc(C)cc3[N+](=O)[O-])o2)nc2ccccc21
→ 3	5	0.6	-2	2	-3	1	7	-2	-5
4	Cc1ccc(NC(=O)c2cc([N+](=O)[O-])ccc2NCc2cccnc2)cc1
→ 2	4	0.3	1	1	1	3	-11	-6	-9
5	O=C(O)c1nccnc1C(=O)Nc1ccc(Cl)cc1Cl
→ 0	5	0.3	-3	-4	0	3	16	4	3
6	N#CCC(=O)N/N=C/c1coc2ccccc2c1=O
→ 2	13	-0.4	-1	1	-2	-16	-4	-1	8
7	CSc1nnc2ccc(-c3cccs3)nn12
→ -1	-5	7.3	-2	-6	-13	-5	21	1	12
8	COc1ccc(OCC(=O)NCCCNC(=O)COc2ccc(OC)cc2)cc1
→ 0	4	0.1	-2	0	0	-5	2	1	8
9	Cc1nc(-c2cc(C#N)c(Sc3ccc(Cl)cc3Cl)nc2C)cs1
→ 3	-2	-0.2	-2	-2	4	-10	-15	-1	3
10	NC(=O)[C@H]1CC2(CC(c3cccc(NC(=O)COc4ccc(Cl)cc4)c3)=NO2)CN1C(=O)c1ccccc1C(=O)c1ccccc1 (stereo partly specified)
→ 2	6	0.6	1	-3	-1	-27	-6	-5	-3
11	O=C(NCCCN1CCCC1)c1ccc(CS(=O)(=O)c2c(Cl)cccc2Cl)o1
→ -3	-6	0.3	3	3	4	5	-7	-2	7
12	CCOC(=O)N1CCC(N(C(=O)Nc2ccc(Cl)c(Cl)c2)C(C)CC)CC1 (stereo unspecified)
→ 1	5	0.3	-1	0	-2	2	2	4	5
13	Cc1cc(C)c(C(=O)CSc2nc3ccccc3c(=O)[nH]2)cc1C
→ -2	-3	1.1	-3	1	-1	-6	1	0	-6
14	O=C(COc1ccc([N+](=O)[O-])cc1)Nc1ccccc1N1CCCC1
→ 2	7	-0.4	2	3	3	13	5	-4	1
15	CCCc1cc(=O)n2[nH]c(NCc3ccc(Cl)cc3Cl)nc2n1
→ -2	1	0.7	4	3	1	3	2	-1	2
16	Cc1c(C(=O)NCCSCc2ccco2)cccc1[N+](=O)[O-]
→ 2	5	0.2	-1	-6	2	-2	4	-8	2
17	Cc1cccc(C)c1OCCCCn1cnc2ccccc2c1=O
→ 1	1	0.0	-3	-3	3	-5	-1	-6	-4
18	Cc1ccc(C(C)NC(=S)NC2CCCCC2)c(C)c1 (stereo unspecified)
→ 1	-5	0.3	-5	1	-2	-7	7	3	6
19	O=C(Nc1ccc2c(c1)OCO2)c1ccc2sc([C@@H]3O[C@H](CO)[C@@H](O)[C@H]3O)nc2c1
→ 0	-5	0.8	-3	-1	2	0	4	1	1
20	O=C(NCC1CCCO1)c1ccc(CSCc2cccc(F)c2)o1 (stereo unspecified)
→ 6	-1	-0.2	-5	-4	-4	3	4	2	-1
21	Cc1cc(=O)oc(C)c1C(=O)NC1CCCCCCC1
→ -2	8	0.3	4	-6	-1	-6	7	-2	-4
22	CCOC(=O)C1=C(N)Oc2ccc3ccccc3c2C1c1cccc(O)c1 (stereo unspecified)
→ 0	-2	1.2	-1	2	1	-10	14	3	1
23	CCCOc1cccc(C2C(C(=O)c3ccc(C)o3)=C(O)C(=O)N2c2nc(C)c(C(C)=O)s2)c1 (stereo unspecified)
→ -9	-11	-0.2	3	4	1	-15	-6	-1	2
24	Nc1ccc(S(=O)(=O)NCc2ccccn2)cc1
→ -4	-5	-0.7	0	-1	0	1	9	5	-1
25	COc1cccc2c1O/C(=N\O)C(C(=O)Nc1ccc(C)cc1)C2 (stereo unspecified)
→ 5	4	0.4	-2	1	-3	21*	-2	-4	0
26	O=C1CSC(=S)N1c1cccc(F)c1
→ -2	-2	-0.6	11	4	2	-9	5	-3	5
27	COCCn1c(SCC(=O)N2CCC(C)CC2)nc2ccccc2c1=O
→ 0	-8	0.2	-1	3	-1	0	3	-3	-6
28	CCN(CC)CCN(C)C1CCC(c2ccccc2)CC1 (stereo unspecified)
→ 11	5	-0.4	-2	-7	1	10	1	-5	0
29	CCS(=O)(=O)c1ccc2oc(SCC(=O)c3ccco3)nc2c1
→ 2	8	-1.2	5	6	0	4	-8	0	5
30	CCOc1cc(S(=O)(=O)N2CCCCC2)ccc1Cl
→ -4	5	-0.1	-1	2	1	14	-8	-2	-1

3 records picked at random from those above:
Order of values – LEDGF integ inh	TCR-CD3 inh	proKLK7 act	PRMT1 FP inh	MBD2 DNA inh	UHRF1 MBD2 ctr	SIAE primary	TDP2 inh	Tn7 DDE FP	Tn6 DDE FP
24	Nc1ccc(S(=O)(=O)NCc2ccccn2)cc1
→ -4	-5	-0.7	0	-1	0	1	9	5	-1
23	CCCOc1cccc(C2C(C(=O)c3ccc(C)o3)=C(O)C(=O)N2c2nc(C)c(C(C)=O)s2)c1 (stereo unspecified)
→ -9	-11	-0.2	3	4	1	-15	-6	-1	2
30	CCOc1cc(S(=O)(=O)N2CCCCC2)ccc1Cl
→ -4	5	-0.1	-1	2	1	14	-8	-2	-1

(further entries)
Order of values – LEDGF integ inh	TCR-CD3 inh	proKLK7 act	PRMT1 FP inh	MBD2 DNA inh	UHRF1 MBD2 ctr	SIAE primary	TDP2 inh	Tn7 DDE FP	Tn6 DDE FP
31	NC(Cc1ccc(C(F)(F)F)cc1)c1csc(Nc2cc(NCc3ccco3)ncn2)n1 (stereo unspecified)
→ 1	-8	0.0	-1	-1	-2	0	-9	4	-2
32	O=C(NC1CCCCC1)N(Cc1ccc(F)cc1)Cc1nc2ccccc2c(=O)[nH]1
→ -2	-2	0.2	1	-2	5	-3	-2	2	1
33	CCCn1c(N)c(N(CCOC)C(=O)COC(=O)CSc2cc(C)c3ccccc3n2)c(=O)[nH]c1=O
→ 2	1	0.5	-2	-2	-2	-2	12	-3	-1
34	CC(C)OC(=O)/C(C#N)=C/c1cn(C)c2ccccc12
→ -3	-8	-6.3	5	7	0	-9	-21	5	-3
35	CCCCNC(=O)C1c2ccccc2Oc2ccccc21
→ -5	-5	-0.1	3	0	-1	3	-8	2	0
36	CCOc1ccc(/C=C/C(=O)c2c(O)c3ccccc3oc2=O)cc1
→ -2	3	-0.1	1	1	-2	0	5	6	7
37	O=C(N/N=C/c1cccc(Oc2ccccc2)c1)c1cc[n+]([O-])cc1
→ -2	-1	-0.8	3	7	2	-7	6	9	-4
38	CC(C)Nc1nc(Cl)nc(NN(C)c2nc(N(C)C)nc(N(C)C)n2)n1
→ -1	0	0.0	2	1	4	-1	2	0	-5
39	O=C(O)c1cccc(Nc2ncnc3c2cnn3-c2ccccc2)c1
→ 0	-7	-0.5	5	-2	0	-3	2	12	3
40	N#Cc1c(N)n(CCOC(=O)c2ccc(Cl)cc2)c2nc3ccccc3nc12
→ -2	8	-36	-1	-3	-5	-9	-15	3	5
41	CC(C)(N[C@@H](Cc1ccccc1)C(=O)NCC(c1ccccc1)c1ccccc1)C(=O)NC1CCCCC1
→ 1	nt	nt	0	2	-1	2	-6	1	7
42	COc1ccc(CNC(=O)c2nc(S(=O)(=O)Cc3ccccc3)ncc2Cl)cc1
→ -3	-5	2.7	19	3	0	4	-5	5	1
43	COc1ccc(C2CC(c3ccccc3)=NN2C(=O)COC(=O)c2nc3nc(C)cc(C)n3n2)cc1 (stereo unspecified)
→ -2	-4	-0.6	1	1	-3	-6	7	2	2
44	CCN(C1CCCCC1)S(=O)(=O)c1cc2c3c(c1)CCN3C(=O)CC2
→ 2	3	0.0	-3	-4	-2	-4	-5	5	3
45	CC(Sc1nnc(CNc2cccc3ccccc23)n1-c1ccccc1)C(=O)N/N=C/c1ccco1 (stereo unspecified)
→ 2	1	0.0	-2	-2	-3	12	-6	-4	7
46	COc1ccnc(-n2cccc2C#N)c1C#N
→ 0	-2	0.1	-3	-2	-1	4	6	2	-6
47	Cc1ccc2nc(SCc3cn4cccnc4n3)[nH]c2c1
→ 1	2	-0.6	-2	4	0	-4	1	4	-5
48	CCOC(=O)CSc1nnc(CNC(=O)c2ccc(OC)cc2)n1C1CCCCC1
→ 3	6	0.2	1	-3	1	7	-10	8	6
49	COc1ccccc1NC(=S)NCCc1ccccc1
→ -1	6	0.4	1	5	5	2	-6	2	2
50	Cc1cc(NC(=O)COC(=O)c2ccc(OC(F)(F)F)cc2)no1
→ -3	-4	-0.5	4	0	3	-2	0	16*	3
51	CCC(C)N(Cc1ccc(OC)cc1OC)S(=O)(=O)c1cc(Br)ccc1Br (stereo unspecified)
→ -4	-2	0.4	-2	-3	0	-4	7	-7	0
52	Cc1cc(=O)oc2cc(NC(=O)CCCC(=O)O)ccc12
→ 0	-3	2.1	-8	1	-2	6	-3	-7	2
53	FC(F)(F)c1cc(C(F)(F)F)c2ccc(Oc3ccccc3)nc2n1
→ -3	-8	-0.2	0	3	3	1	-3	-3	15
54	CCN1C(=O)[C@@H]2[C@@H](c3ccc(-c4ccc(C(C)=O)cc4)cc3)N3CCCC[C@@]3(C(=O)OC)[C@@H]2C1=O
→ 3	-7	0.4	-3	2	-1	-2	5	7	-9
55	Cc1ccc(NC(=O)/C(C#N)=C/c2ccc(C)s2)c(C)c1
→ -1	-2	-0.1	0	-1	1	-45	0	1	2

Screening results as filed in PubChem BioAssay.
